PAFAH1B2 inh = blocks human PAF acetylhydrolase 1b catalytic subunit 2; P68402; recombinant PAFAH1B2, FP-rhodamine activity probe, fluorescence polarization; inhibition, % at 3.39 µM; 340,000 tested, 1.2% active;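 active = inhibition above the mean of all tested compounds plus 3 SD, cut at about 24% in these data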;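 note: 0% = enzyme with DMSO and 100% = wells lacking PAFAH1B2; many of its hits are not listed in these tables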
Target sequence (P68402 whole entry, looked up): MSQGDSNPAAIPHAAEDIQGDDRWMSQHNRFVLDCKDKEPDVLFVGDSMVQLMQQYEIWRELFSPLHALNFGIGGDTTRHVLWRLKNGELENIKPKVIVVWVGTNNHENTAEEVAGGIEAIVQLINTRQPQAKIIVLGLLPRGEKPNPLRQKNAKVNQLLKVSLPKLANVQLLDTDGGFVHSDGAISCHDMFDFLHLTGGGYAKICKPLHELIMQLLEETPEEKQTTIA
EBNA-1 inh = blocks EBNA-1 binding to DNA. EBNA-1 DNA binding, fluorescence polarization. inhibition, % at 14.8 µM. 300,000 tested, 0.34% active. AID 1950; in the data active = inhibition above about 28%
PAFAH2 FP inh = inhibitors of human PAFAH2; AID 492956; recombinant PAFAH2, FP-rhodamine activity probe, fluorescence polarization; 340,000 tested, 0.99% active; inhibition, % at 3.39 µM;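 active = inhibition above the mean over all tested compounds plus 3 SD, cut at about 30% in these data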;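 note: inhibitors block probe labeling of enzyme so polarization drops; 0% = enzyme with DMSO and 100% = wells lacking PAFAH2 protein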
PREPL inhibitor = inhibits the human prolyl oligopeptidase-like enzyme; inhibition, % at 5.96 µM; 320,000 tested, 0.68% active; Q4J6C6; recombinant PREPL, fluorescence polarization activity-based probe; in the data active = inhibition above about 43%;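 note: 0% = enzyme with DMSO and 100% = wells lacking enzyme; many of its hits are not listed in these tables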
pPAFAH FP inh = pPAFAH (human) enzyme inhibition; Q13093; recombinant pPAFAH, FP-rhodamine probe fluorescence polarization; inhibition, % at 3.39 µM; 330,000 tested, 1.5% active;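 active = inhibition above the mean inhibition across the screen plus 3 SD, cut at about 25% in these data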;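 note: inhibitors block binding of the rhodamine activity-based probe so polarization drops; 0% = enzyme with DMSO and 100% = wells lacking pPAFAH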
Target sequence (Q13093 whole entry, looked up): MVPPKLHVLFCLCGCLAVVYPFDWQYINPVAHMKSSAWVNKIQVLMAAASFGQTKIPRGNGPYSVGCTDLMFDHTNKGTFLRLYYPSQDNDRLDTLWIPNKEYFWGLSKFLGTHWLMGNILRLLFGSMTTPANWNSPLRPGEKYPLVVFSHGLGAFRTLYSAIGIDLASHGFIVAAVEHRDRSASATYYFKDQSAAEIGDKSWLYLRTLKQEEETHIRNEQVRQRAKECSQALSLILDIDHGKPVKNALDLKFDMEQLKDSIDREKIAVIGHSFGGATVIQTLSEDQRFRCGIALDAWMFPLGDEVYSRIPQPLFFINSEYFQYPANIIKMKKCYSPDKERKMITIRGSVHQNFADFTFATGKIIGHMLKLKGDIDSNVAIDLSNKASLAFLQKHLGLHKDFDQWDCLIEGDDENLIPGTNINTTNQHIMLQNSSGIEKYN
LYPLA2 inh = blocks human lysophospholipase 2, a PME1 counter-screen. inhibition, % at 5.9 µM. recombinant LYPLA2, FP-Rh probe fluorescence polarization. O95372. 320,000 tested, 0.38% active;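 active = inhibition above the screen-wide mean plus 3 SD, limit set per campaign, cut at about 26% in these data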;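 note: 0% = LYPLA2 with DMSO and 100% = wells lacking LYPLA2 enzyme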
ZTA counter = ZTA (EBV) inhibition in EBNA-1 counter-screen | P03206 | ZTA-DNA binding, fluorescence polarization | inhibition, % at 11 µM | 320,000 tested, 0.15% active | AID 2234; in the data active = inhibition above about 33%
LYPLA1 inh = blocks human lysophospholipase 1, a PME1 counter-screen | 320,000 tested, 0.16% active | inhibition, % at 5.9 µM | recombinant LYPLA1, FP-Rh probe fluorescence polarization;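 active = inhibition above the mean of all tested compounds plus 3 SD, set per campaign, cut at about 14% in these data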;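 note: inhibitors block serine hydrolase probe labeling of LYPLA1 so polarization falls; 0% = enzyme with DMSO and 100% = wells lacking LYPLA1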
Target sequence (O75608 whole entry, looked up): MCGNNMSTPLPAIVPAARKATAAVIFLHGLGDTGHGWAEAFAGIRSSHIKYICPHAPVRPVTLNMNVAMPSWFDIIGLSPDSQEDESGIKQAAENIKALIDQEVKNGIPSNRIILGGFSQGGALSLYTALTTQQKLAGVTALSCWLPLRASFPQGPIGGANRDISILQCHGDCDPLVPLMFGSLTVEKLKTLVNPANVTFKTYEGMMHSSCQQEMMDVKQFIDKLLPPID
PAFAH1B3 inh = PAFAH1B3 (human) inhibition | recombinant PAFAH1B3, FP-rhodamine probe, fluorescence polarization | inhibition, % at 3.39 µM | 340,000 tested, 0.28% active;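 active = inhibition above the screen-wide average of all tested compounds plus 3 SD, cut at about 25% in these data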;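 note: 0% = enzyme with DMSO only and 100% = wells lacking PAFAH1B3 protein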
Numbers without * were called inactive; . = not tested or not shown. The list is partial. The share of hits here may be higher or lower than overall.

molecule	PAFAH1B2 inh	EBNA-1 inh	PAFAH2 FP inh	PREPL inhibitor	pPAFAH FP inh	LYPLA2 inh	ZTA counter	LYPLA1 inh	PAFAH1B3 inh
O=C(NCc1cccnc1)c1ccc(CS(=O)(=O)Cc2ccc(Cl)cc2)o1	2	6	0	2	20	1	0	1	1
S=c1[nH]nc(-c2ccncc2)n1Cc1ccco1	3	2	-2	-2	2	4	-3	-3	6
CCOC(=O)C1(Cc2ccccc2C)CCCN(S(=O)(=O)CC)C1 (configuration not stated)	1	-6	5	-3	5	-4	-17	-3	4
COc1ccc(OCC(=O)Nc2cc(OC)ccc2N2CCCCC2)cc1	10	-1	6	11	9	9	-4	-3	4
O=C(NCCc1ccc(Cl)cc1)Nc1cccc(Cl)c1	11	-12	-9	-5	-13	-13	-13	-13	1
Cc1cc(C(=O)Nc2cccc(C(=O)O)c2)c(C)o1	1	-2	-1	2	-1	-1	-4	-1	-4
COc1ccc2oc(C(=O)OCC(=O)Nc3ccccc3OC)c(C)c2c1	8	-6	8	10	7	-3	-1	-3	10
CC(C(=O)C12CC3CC(CC(C3)C1)C2)N1CCOCC1 (configuration not stated)	14	-8	-3	2	-4	2	-6	2	10
O=C(CSc1nc2ccccc2[nH]1)N1CCN(c2ccc(F)cc2)CC1	10	4	7	-7	6	3	1	2	3
O=C1CCC(C(=O)N2CCCCO2)CN1CCc1ccc(Cl)cc1 (configuration not stated)	5	11	6	11	6	2	-7	-2	13
Cc1nnc(NC(=O)c2c(-c3ccccc3)noc2C)s1	1	-1	-2	7	-2	10	-15	2	4
COc1ccc(-c2noc(C3CCCN(C(=O)c4ccc(F)cc4)C3)n2)cc1 (configuration not stated)	1	-18	-2	-6	6	10	-3	5	7
N#Cc1c(Cl)cccc1N1CCCC1	-3	13	6	13	2	-4	11	-3	4
CO[C@H]1CC[C@@]2(C)[C@@H](CC[C@@H]3[C@@H]2CC[C@@]2(C)[C@H]3C[C@H](C(=O)O)O[C@]23CCCO3)C1	-2	.	-1	.	1	.	.	.	3
CC1CCN(C(c2ccccc2)c2nnnn2C(C)(C)C)CC1 (configuration not stated)	2	-4	8	-11	-2	3	22	1	1
COCCOC(=O)c1c(NC(=O)CN2CCCc3ccccc32)sc(C(N)=O)c1C	2	5	8	25	8	5	12	-3	4
O=S(=O)(c1ccc(NCc2ccccc2)cc1)N1CCOCC1	1	-2	3	9	1	2	-3	1	0
O=C1c2ccccc2NC(c2ccc3c(c2)OCCO3)N1c1ccc2c(c1)OCCO2 (configuration not stated)	-2	0	4	4	1	-8	12	-1	-2
CCc1nnc(NC(=O)CSc2nnc(CNc3ccc(OC)cc3)n2CC)s1	3	0	-1	0	-1	1	-8	-2	4
OCCCN=c1cc(-c2ccccc2)oc2ccc(Cl)cc12	8	7	4	-17	6	1	21	-3	6
COc1ccc(C2c3c(ncn(CCN4CCOCC4)c3=N)Oc3ccc4ccccc4c32)cc1 (configuration not stated)	0	-15	-2	37	-3	-17	-14	-16	2
NC(=O)[C@@H]1CCCNc2c(F)cc([N+](=O)[O-])cc2C(=O)N[C@@H](CO)C(=O)NCC(=O)N1	1	-6	-1	0	5	-3	-19	1	-3
CC(=O)Nc1ccc(S(=O)(=O)Nc2cccc(-c3nc4ccccc4o3)c2)cc1	5	1	4	-66	0	-8	13	-12	-4
Cc1cccc(N(C(=O)CCC(=O)Nc2ccccn2)C(C(=O)NC(C)C)c2ccc(O)cc2)c1 (configuration not stated)	-1	-5	-6	0	5	0	-12	1	8
Cc1c(Cl)cccc1NC(=S)N1CCC(C(N)=O)(N2CCCCC2)CC1	9	5	-6	5	2	-1	-2	0	2
COc1ccc(S(=O)(=O)N2CCC3(CC2)OCCN3S(=O)(=O)c2cccs2)cc1OC	11	9	-5	7	6	3	-19	0	8
Cn1c(SCCN2CCOCC2)nc2sc3c(c2c1=O)CCCC3	-3	17	6	7	-1	6	9	2	18
C=CCn1c(=S)[nH]c2scc(-c3ccc(C)o3)c2c1=O	2	0	18	1	7	2	11	-5	-4
CCOC(=O)Nc1ccc2c(COC(=O)c3ccccc3O)cc(=O)oc2c1	-4	2	-11	0	2	6	5	7	-2
COc1ccc(Cc2nc3ccc(C(=O)NCCc4ccccn4)cc3o2)cc1OC	9	-1	-3	2	-5	-2	4	3	5
CCCC(=O)NCC(c1cccs1)S(=O)(=O)c1ccc(Cl)cc1 (configuration not stated)	2	1	-10	15	0	-1	-4	4	10
Cn1cc(CNCCN2CCCCC2=O)c(-c2cccc(Cl)c2)n1	9	-9	-7	19	-10	1	1	-4	9
COC(=O)c1ccc(NC(=O)CSc2nnc(-c3ccncc3)n2N)cc1	8	1	-8	8	3	-1	12	-2	10
CC1(C)Cc2noc(N)c2C(C)(C)N1OC(=O)c1cccs1	-2	9	-9	7	0	4	8	-1	-1
N#CCCN(CCC#N)C(=O)C1c2ccccc2Oc2ccccc21	21	-7	27	82*	65*	76*	-9	76*	18
CCOc1ncccc1C(=O)OCC(=O)N1CC(=O)Nc2ccccc21	-4	-6	3	8	7	8	-1	-1	-5
COc1ccccc1N(CC(O)CN1CCOCC1)S(=O)(=O)c1ccccc1 (configuration not stated)	0	-2	1	-4	2	3	4	0	9
CCCOc1ccc(C2NC(=O)NC(c3ccccc3)=C2C(C)=O)cc1OCC (configuration not stated)	7	-1	9	4	6	7	-9	3	-1
Cc1ccc(CSc2ncnc3c2cnn3Cc2ccccc2)cc1	1	4	-6	-3	2	1	-9	0	3
CN(c1ccc(C(=O)NCCSCc2ccc(Cl)cc2)cc1)S(=O)(=O)c1ccccc1	14	-3	-24	-22	1	-33	14	-12	-3
CN(C(=O)c1ccc(Br)o1)C1CCS(=O)(=O)C1 (configuration not stated)	4	-8	3	-9	-6	-5	-12	-3	4
CCc1noc(C)c1C(=O)Nc1cc(S(=O)(=O)N2CCOCC2)ccc1OC(C)C	-3	4	3	0	1	4	8	1	-5
COc1cc(NC(=O)Cc2ccccc2)ccc1NC(=O)c1ccccc1	1	13	3	5	4	5	17	-6	-2
O=C(NCCc1ccccc1)c1ccc(-c2ccccc2C(F)(F)F)o1	.	7	.	-4	10	-7	15	-9	.
CC[C@]12c3[nH]c4cc(CCC(=O)N(C)C)ccc4c3CCN1C(=O)[C@@H](CC(=O)NCC13CC4CC(CC(C4)C1)C3)C[C@@H]2C(=O)N1CCN(C(=O)C2CC2)CC1	8	.	4	.	2	.	.	.	0
CC(=O)N1CCc2c(sc3c2c(=O)n(Cc2ccccc2)c(=O)n3CC(=O)NCC2CCCO2)C1 (configuration not stated)	2	-1	6	-8	4	2	9	1	-3
O=C(CCc1ccccc1)N/N=C/c1cccc(O)c1	0	0	4	4	-3	4	-11	-1	7
COc1cc(C(=O)Nc2nc3ccc(S(C)(=O)=O)cc3s2)cc(OC)c1C	0	-10	-9	4	1	-1	1	-3	0
CCC(C)(C)n1nnnc1CN1CCN(c2nc3cc(OC)ccc3cc2C#N)CC1	5	-13	-7	-32	3	-11	-4	-5	-5
CCCc1c(C(=O)N/N=C/c2ccccc2OCc2ccc(F)cc2)nnn1-c1nonc1N	2	-15	2	10	-1	8	16	0	10

Next part, starting with the last two of the part before.
molecule	PAFAH1B2 inh	EBNA-1 inh	PAFAH2 FP inh	PREPL inhibitor	pPAFAH FP inh	LYPLA2 inh	ZTA counter	LYPLA1 inh	PAFAH1B3 inh
CCC(C)(C)n1nnnc1CN1CCN(c2nc3cc(OC)ccc3cc2C#N)CC1	5	-13	-7	-32	3	-11	-4	-5	-5
CCCc1c(C(=O)N/N=C/c2ccccc2OCc2ccc(F)cc2)nnn1-c1nonc1N	2	-15	2	10	-1	8	16	0	10
CCCN1C(=O)c2cc(C(=O)NCCc3cccc(C)c3)ccc2C1O (configuration not stated)	0	-11	1	9	-4	4	-11	0	4
N/C(=N\OC(=O)c1cccc(Br)c1)c1ccc([N+](=O)[O-])cc1	0	1	-7	5	0	-1	-1	-2	1
O=C1C=C(c2ccc(-c3ccccc3)cc2)C[C@@H](c2ccc(Cl)cc2)C1	2	.	-6	-5	-4	5	-2	2	-2
CCNC(=S)NNC(=O)c1ccc(OC(F)F)cc1	0	4	-3	9	-3	9	5	1	7
CNc1nc(SC(C)C(=O)Nc2ccc(Cl)c(Cl)c2)nc(N2CCOCC2)n1 (configuration not stated)	0	-2	4	-2	-7	-4	-8	-5	4
O=C(CSc1nnc(-c2ccccc2)o1)N1CCCCC1	-1	1	2	-2	0	4	11	5	0
Cc1ccc(S(=O)(=O)Cn2nnnc2C(CC(C)C)N2CCN(c3ccccc3)CC2)cc1 (configuration not stated)	2	-5	-3	-105	-3	7	-10	1	3
Cc1ccccc1S(=O)(=O)N1CC(C(=O)O)=CC[C@H]1c1ccc(Cl)cc1	15	2	11	5	3	1	11	0	7
CC1CN(S(=O)(=O)c2ccccc2)CN1C(=O)N1CCOCC1 (configuration not stated)	0	-2	-3	-1	0	1	-3	-2	-6
C[C@@H]1ON(C2CCCCC2)[C@H]2c3nc4ccccc4n3C[C@@H]12	0	0	3	1	5	1	-3	-2	-1
Cc1ccc(Sc2nc(C)c([N+](=O)[O-])c(C)c2C#N)cc1	.	0	.	-7	8	0	10	0	.
COc1ccc2[nH]c3c(c2c1)CCN1C(=O)C(CC(=O)NCC24CC5CC(CC(C5)C2)C4)C[C@H](C(=O)N2CCOCC2)[C@@]31CCC1CCCC1 (some centres not stated)	7	.	-6	.	5	.	.	.	7
COc1cc(C)ccc1Oc1ncnc(N)c1[N+](=O)[O-]	2	6	6	2	2	-1	-7	2	-6
CCN(CC)C1CCS(=O)(=O)C1 (configuration not stated)	6	-3	6	17	0	-2	5	-5	2
Cc1nn(C)cc1S(=O)(=O)N1CCN(c2ccccc2)CC1	4	-4	2	11	4	4	-12	1	17
CCc1nnc(NC(=O)C(=O)NCCOC(=O)c2ccccc2)s1	2	-4	2	3	1	4	2	-2	-29
COCCn1c(C)cc(/C=C2/SC(=O)N(CC(=O)N3CCCC3)C2=O)c1C	1	-6	1	0	3	3	-4	3	4
COc1ccc(N2CC(C(=O)Nc3ccccc3C(=O)NCc3ccco3)CC2=O)cc1 (configuration not stated)	1	-8	2	10	1	11	14	4	-3
CCN(CC(=O)Nc1ccc(NC(C)=O)cc1)C(=O)c1cc2c(s1)CCCC2	0	.	4	3	8	-1	5	-6	-5
Cc1ccc(NC(=O)COc2ccccc2C(=O)Nc2ccccc2)cc1Cl	2	-1	-4	7	-26	-74	5	-51	-6
CC(=O)Cc1nsc(NC(=O)c2csc3c2CCCC3)n1	7	-24	-6	-2	-7	-9	-12	-7	-4
O=C(OCc1ccccn1)C1CCN(C(=O)c2ccc(Cl)cc2)CC1	4	12	5	-4	1	10	11	4	0
COC(=O)c1cc(NC(=O)Cc2cc(OC)c(OC)c(OC)c2)cc(C(=O)OC)c1	7	-4	-8	-8	0	6	5	-1	-3
COc1cc2c(cc1OC)C(c1cccs1)NCC2 (configuration not stated)	5	5	6	-1	7	1	1	5	6
CN(c1ccccc1C(=O)Nc1ccc2c(c1)n(C)c(=O)n2C)S(C)(=O)=O	1	7	-4	1	6	-2	2	-2	2
CN(C)c1nc2ccccc2c(N)c1-c1ccccc1	4	-2	1	9	7	7	8	1	4
O=C(Cn1ncc(N2CCOCC2)c(Cl)c1=O)c1ccc(Cl)cc1	6	-3	6	0	-1	8	0	-1	6

Bioassay records deposited in PubChem BioAssay by The Scripps Research Institute Molecular Screening Center.
